# From PubChem BioAssay
# PREPL inhibitor – human PREPL enzyme inhibition | Q4J6C6 | recombinant PREPL, fluorescence polarization activity-based probe | inhibition, % at 5.96 µM | 320,000 tested, 0.68% active; in the data active means inhibition above about 43%;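 further: 0% = enzyme with DMSO and 100% = wells lacking enzyme; many of its hits are not listed in these tables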
# LYPLA2 inh – LYPLA2 (human) inhibition in PME1 counter-screen. inhibition, % at 5.9 µM. 320,000 tested, 0.38% active. AID 2177. recombinant LYPLA2, FP-Rh probe fluorescence polarization;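 active means inhibition above the screen-wide mean plus 3 SD, limit set per campaign, cut at about 26% in these data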;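 further: 0% = LYPLA2 with DMSO and 100% = wells lacking LYPLA2 enzyme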
# Target sequence (O95372 whole entry, looked up): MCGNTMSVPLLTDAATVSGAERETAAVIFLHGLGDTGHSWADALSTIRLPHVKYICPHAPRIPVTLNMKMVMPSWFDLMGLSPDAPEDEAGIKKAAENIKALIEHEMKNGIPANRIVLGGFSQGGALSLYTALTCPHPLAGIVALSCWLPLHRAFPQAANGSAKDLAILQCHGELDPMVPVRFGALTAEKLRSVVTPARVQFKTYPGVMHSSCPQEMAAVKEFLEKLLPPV
# PAFAH1B3 FP inh – inhibitors of human PAFAH1B3; recombinant PAFAH1B3, FP-rhodamine probe, fluorescence polarization; Q15102; 340,000 tested, 0.28% active; inhibition, % at 3.39 µM;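 active means inhibition above the screen-wide average of all tested compounds plus 3 SD, cut at about 25% in these data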;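 further: 0% = enzyme with DMSO only and 100% = wells lacking PAFAH1B3 protein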
# Target sequence (Q15102 whole entry, looked up): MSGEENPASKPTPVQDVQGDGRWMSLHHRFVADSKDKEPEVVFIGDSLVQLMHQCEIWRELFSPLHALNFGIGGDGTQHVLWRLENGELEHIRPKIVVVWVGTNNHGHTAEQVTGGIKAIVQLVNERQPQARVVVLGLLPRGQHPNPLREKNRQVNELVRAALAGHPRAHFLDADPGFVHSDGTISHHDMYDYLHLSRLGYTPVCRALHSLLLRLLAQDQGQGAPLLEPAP
# LYPLA1 counter – LYPLA1 (human) inhibition in PME1 counter-screen | 320,000 tested, 0.16% active | inhibition, % at 5.9 µM | O75608 | recombinant LYPLA1, FP-Rh probe fluorescence polarization;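 active means inhibition above the mean of all tested compounds plus 3 SD, set per campaign, cut at about 14% in these data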;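 further: inhibitors block serine hydrolase probe labeling of LYPLA1 so polarization falls; 0% = enzyme with DMSO and 100% = wells lacking LYPLA1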
# Target sequence (O75608 whole entry, looked up): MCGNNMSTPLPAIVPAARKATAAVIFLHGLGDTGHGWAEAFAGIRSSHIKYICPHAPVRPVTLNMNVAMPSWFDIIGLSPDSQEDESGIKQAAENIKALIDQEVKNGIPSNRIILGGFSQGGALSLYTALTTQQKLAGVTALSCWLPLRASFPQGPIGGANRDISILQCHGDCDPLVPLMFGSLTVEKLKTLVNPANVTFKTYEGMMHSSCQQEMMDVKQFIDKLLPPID
# ZTA DNA inh – counter-screen for EBNA-1 inhibitors: inhibitors of Epstein-Barr virus ZTA. ZTA-DNA binding, fluorescence polarization. P03206. 320,000 tested, 0.15% active. AID 2234. inhibition, % at 11 µM; in the data active means inhibition above about 33%
# PAFAH2 inh – PAFAH2 (human) inhibition. 340,000 tested, 0.99% active. recombinant PAFAH2, FP-rhodamine activity probe, fluorescence polarization. Q99487. inhibition, % at 3.39 µM;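 active means inhibition above the mean over all tested compounds plus 3 SD, cut at about 30% in these data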;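 further: inhibitors block probe labeling of enzyme so polarization drops; 0% = enzyme with DMSO and 100% = wells lacking PAFAH2 protein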
# pPAFAH FP inh – pPAFAH (human) enzyme inhibition; 330,000 tested, 1.5% active; recombinant pPAFAH, FP-rhodamine probe fluorescence polarization; inhibition, % at 3.39 µM;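 active means inhibition above the mean inhibition across the screen plus 3 SD, cut at about 25% in these data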;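 further: inhibitors block binding of the rhodamine activity-based probe so polarization drops; 0% = enzyme with DMSO and 100% = wells lacking pPAFAH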
# PAFAH1B2 inh – PAFAH1B2 (human) inhibition; recombinant PAFAH1B2, FP-rhodamine activity probe, fluorescence polarization; AID 492953; inhibition, % at 3.39 µM; 340,000 tested, 1.2% active;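 active means inhibition above the mean of all tested compounds plus 3 SD, cut at about 24% in these data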;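 further: 0% = enzyme with DMSO and 100% = wells lacking PAFAH1B2; many of its hits are not listed in these tables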
# Target sequence (P68402 whole entry, looked up): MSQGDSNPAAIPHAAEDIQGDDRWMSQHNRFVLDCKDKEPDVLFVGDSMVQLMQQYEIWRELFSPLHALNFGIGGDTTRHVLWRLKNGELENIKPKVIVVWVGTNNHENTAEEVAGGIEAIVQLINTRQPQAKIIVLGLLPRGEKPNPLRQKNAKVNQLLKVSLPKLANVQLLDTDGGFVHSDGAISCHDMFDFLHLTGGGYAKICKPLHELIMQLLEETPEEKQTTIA
# EBNA-1 inhibitor – blocks EBNA-1 binding to DNA; 300,000 tested, 0.34% active; EBNA-1 DNA binding, fluorescence polarization; inhibition, % at 14.8 µM; in the data active means inhibition above about 28%
# Active calls of the source: *; x = no result given.
SMILES,PREPL inhibitor,LYPLA2 inh,PAFAH1B3 FP inh,LYPLA1 counter,ZTA DNA inh,PAFAH2 inh,pPAFAH FP inh,PAFAH1B2 inh,EBNA-1 inhibitor
COc1ccc(/C(O)=C2/C(=O)C(=O)N(CC3CCCO3)C2c2cccc(OC)c2)cc1 (stereo unspecified),-1,1,14,-4,10,14,-1,6,4
O=C(NNC(=O)C1CCCCC1)c1ccc(Br)cc1,5,5,5,3,2,6,2,5,2
N/C(Cc1ccc([N+](=O)[O-])cc1)=N\OC(=O)Cc1ccc(Cl)cc1,15,4,2,0,12,4,1,20,2
COCCn1c(SCC#N)nnc1-c1ccccc1O,3,4,9,0,3,9,2,6,6
Cc1ccc(NC(=O)Nc2nnc(Cc3ccc([N+](=O)[O-])cc3)s2)cc1C,4,-6,2,-9,-4,0,5,-3,4
O=C(O)CCNC(=O)c1cncc(Br)c1,11,-4,4,-3,0,8,5,4,12
Cc1nn(CC(=O)NN)c(C)c1Br,2,-8,x,-2,4,x,1,x,-1
ON1C(c2ccccc2)CC2(O)c3nonc3CCC12 (stereo unspecified),-12,-2,4,0,8,7,5,2,9
COc1ccc(S(=O)(=O)Nc2ccc(S(=O)(=O)Nc3nc(C)cc(C)n3)cc2)cc1OC,23,-4,3,-1,9,-1,-7,3,-5
COc1ccc(Cl)cc1NC(=O)COC(=O)C1COc2ccccc2O1 (stereo unspecified),15,1,2,2,-11,-4,-1,-5,x
CCN1CCCC1CNC(=O)c1cc2cc(OC)c(OC)cc2[nH]1 (stereo unspecified),3,-1,1,0,7,-3,4,2,2
CC1(C)Cc2nc3sc4c(N(CCO)CCO)ncnc4c3cc2CO1,22,3,4,0,-12,0,2,7,-3
CCN(CC(=O)NCc1ccc(F)cc1)C(=O)C(C)Oc1cccc(Cl)c1 (stereo unspecified),1,6,13,2,5,0,0,5,x
Cc1noc(C)c1S(=O)(=O)Nc1ccc(C(=O)NC2CCCCC2)cc1,3,-2,2,-3,-23,-3,3,1,-2
Cc1ncsc1CCOC(=O)c1ccccc1,-3,0,7,-5,-1,9,1,1,-4

# Looked up by structure from the entries so far, 4 records:
SMILES,PREPL inhibitor,LYPLA2 inh,PAFAH1B3 FP inh,LYPLA1 counter,ZTA DNA inh,PAFAH2 inh,pPAFAH FP inh,PAFAH1B2 inh,EBNA-1 inhibitor
COc1ccc(/C(O)=C2/C(=O)C(=O)N(CC3CCCO3)C2c2cccc(OC)c2)cc1 (stereo unspecified),-1,1,14,-4,10,14,-1,6,4
COCCn1c(SCC#N)nnc1-c1ccccc1O,3,4,9,0,3,9,2,6,6
CCN(CC(=O)NCc1ccc(F)cc1)C(=O)C(C)Oc1cccc(Cl)c1 (stereo unspecified),1,6,13,2,5,0,0,5,x
O=C(NNC(=O)C1CCCCC1)c1ccc(Br)cc1,5,5,5,3,2,6,2,5,2

# Next part:
SMILES,PREPL inhibitor,LYPLA2 inh,PAFAH1B3 FP inh,LYPLA1 counter,ZTA DNA inh,PAFAH2 inh,pPAFAH FP inh,PAFAH1B2 inh,EBNA-1 inhibitor
COCCCNC(=O)C(=O)NCC(c1ccco1)N1CCN(c2ccc(OC)cc2)CC1 (stereo unspecified),1,-2,4,-1,1,-4,1,4,-8
Cc1ccccc1S(=O)(=O)NCc1ccc(N2CCN(C)CC2)cc1,5,-2,x,-2,0,x,7,x,5
O=C(O)c1ccc(N=Nc2c(O)[nH]c3ccccc23)cc1,5,3,4,-3,6,-4,14,7,-9
CCc1ccc(C(=O)Nc2cccnc2Oc2ccc(Cl)cc2)cc1,16,-2,0,2,2,-15,6,3,5
COC(=O)C1=CN(Cc2ccc(C)cc2)C=C(C(=O)OC)C1c1ccc(F)c(F)c1,2,9,7,2,-1,-11,1,0,7
CCOc1ccc(OCC)c(S(=O)(=O)NCc2ccccc2)c1,2,3,7,-2,1,2,0,0,-2
O=C(COC(=O)c1ccco1)NC1CCCCC1,2,2,-1,2,9,80*,10,-5,-6
CC(C)(C)c1cc(C(=O)Nc2ccccc2)ccn1,10,-1,9,1,-1,-2,-1,5,-1
CCCc1cc(=O)[nH]c(SCc2cc(=O)oc3c(C)c(C)ccc23)n1,26,-1,7,-2,16,9,8,0,5
CC(c1ccccc1)N1C(=O)c2cccnc2C1=O (stereo unspecified),-1,-1,3,0,-12,-1,1,8,7
CCCCn1c(SCC(=O)c2ccccc2)nc2c1c(=O)[nH]c(=O)n2C,14,11,7,3,-1,1,3,-3,-3
COc1ccc(CC(=O)Nc2cc(C)ccc2O)cc1OC,-4,-1,11,-2,-7,3,-2,5,-12
COc1ccc(/C=C(/NC(=O)c2ccccc2)C(=O)N2CCCC2)cc1,10,0,5,0,-13,-3,1,5,-2
CC(=O)N1CC(C)Oc2ccc(S(=O)(=O)NC(CC(=O)O)c3cc(C)ccc3C)cc21 (stereo unspecified),4,2,5,0,6,3,2,5,9
Nc1nnc(SCC(=O)OCC(=O)c2ccccc2)s1,0,3,3,0,-1,-7,2,10,-21
COc1ccc(C(=O)CN2C(=O)C(C)(C)Oc3ccc(C(=O)N4CCCCCC4)cc32)cc1,7,5,11,-2,-2,7,3,0,0
O=C(COC(=O)c1ccccn1)Nc1ccc2c(c1)OCCO2,0,x,9,x,x,3,0,4,x
CCOC(=O)c1ccc(NC(=O)CN2CCN(C(=O)C3CCCO3)CC2)cc1 (stereo unspecified),7,3,4,1,18,3,6,9,3
N#CCSc1nnc2c(Cl)cc(Cl)cn12,2,-5,0,1,0,4,-4,0,-10
CCOC(=O)c1cnn(-c2nc(OCC)cc(OCC)n2)c1C,8,4,4,1,3,-3,3,0,7
O=C(NC(NNc1ccc([N+](=O)[O-])cc1)(C(F)(F)F)C(F)(F)F)c1ccc(Cl)cc1,2,-6,-1,-6,-4,-14,0,4,-2
O=S(=O)(NCC1CCCO1)c1ccc(S(=O)(=O)N2CCc3ccccc3C2)cc1 (stereo unspecified),4,-1,3,-1,5,-7,-3,0,-1
C/C(CCC1CC(C)OC1=O)=N/Nc1nc(-c2ccccc2)cs1 (stereo unspecified),9,4,4,2,3,7,10,2,8
O=C1c2ccccc2C(Nc2ccc(F)cc2F)N1CCN1CCOCC1 (stereo unspecified),-17,-1,4,0,10,4,9,9,9
COc1cc(NC(=O)Cc2ccc(Cl)cc2)ccc1NC(=O)c1ccco1,26,1,2,-1,-3,1,14,6,-7
CCCOc1ccc(S(=O)(=O)NCCCN2CCOCC2)c2ccccc12,-14,4,1,-3,-2,6,2,1,4
COCc1ccc(CN2CCc3c([nH]c4ccccc34)C2CC(C)C)o1 (stereo unspecified),-1,2,9,1,11,11,2,1,6
CCOc1ccc(C(=O)NC2CC3CCCC(C2)N3CC(C)C)cc1 (stereo unspecified),-5,1,-9,2,-13,0,2,1,-13
COc1ccc(C(=O)Nc2nnc(SCC(=O)NCc3ccco3)s2)cc1OC,13,2,19,1,3,1,-6,2,0
COc1ccc(CCN2C(=O)CC(N3CCN(C/C=C/c4ccccc4)CC3)C2=O)cc1OC (stereo unspecified),26,-2,1,-1,-11,1,4,-3,9
Cn1cc(SCC(=O)N2CCN(c3ccccc3)CC2)c2ccccc21,25,2,2,-2,5,0,-1,6,-10
O=C(CNC(=O)c1ccc(F)cc1)N/N=C/c1cn[nH]c1-c1ccccc1,1,-1,4,-3,13,-3,3,-3,4
CCCNC(=O)c1ccc(N(Cc2ccccc2)S(C)(=O)=O)cc1,6,1,5,1,-3,7,0,5,2
CC(C)c1ccc2oc(=O)cc(CN3CCN(c4ccc(F)cc4)CC3)c2c1,10,-1,-7,3,7,3,9,4,8
O=C(CSc1ccccc1C(=O)O)c1ccc([N+](=O)[O-])cc1,-5,2,5,-1,-23,46*,1,0,-11
Cc1ccsc1/C=N/NC(=O)CO,-1,-4,0,-4,11,0,2,-3,12
O=C(Nc1nnc(CCc2ccccc2)s1)c1ccco1,-2,2,2,-2,0,-1,2,4,5
O=c1cc(-c2ccccc2)nc2c(-c3ccccc3)c(C(F)(F)F)[nH]n12,-1,-6,x,-3,13,x,45*,x,11
COC(=O)CCC(NC(=O)c1cc(-c2ccc3c(c2)OCCO3)oc1C)C(=O)OC (stereo unspecified),18,3,2,0,1,-1,6,3,2
CCCN1CCC(NC(=S)Nc2cccc(Cl)c2Cl)CC1,3,8,-1,0,2,3,0,-2,-3
c1ccc(COc2ccc(OCCCCN3CCCC3)cc2)cc1,4,-6,2,0,2,0,-3,-4,-3
O=C(CCc1ccc(S(=O)(=O)NC2CCCCC2)cc1)NCc1cccnc1,-1,3,12,1,-4,5,8,0,-10
CCc1ccc(NC(=O)CSc2nnc(-c3cnccn3)n2Cc2ccco2)cc1,-7,-5,3,-3,14,0,-1,3,6
O=C(Nc1ccc2c(c1)OCO2)c1cc(C2CC2)on1,2,-3,-6,-2,5,-1,2,-1,3
Cc1ccc(S(=O)(=O)NCCN2CCOCC2)s1,5,-3,3,-1,-2,3,8,4,9
CC(NS(=O)(=O)c1cc(C(F)(F)F)ccc1Cl)C(=O)N(C)C1CCN(C)CC1 (stereo unspecified),12,x,5,x,x,10,1,13,x
COc1cc(OC)cc(OCC(O)Cn2cnc3cc(C)c(C)cc32)c1 (stereo unspecified),14,6,-1,0,-9,-4,3,3,8
CC(C)N(C(=O)CSc1ncnc2sc(-c3ccccc3)cc12)C(C)C,9,-1,1,1,7,-1,5,0,1
COc1cc(/C=C/C(=O)O)cc(S(=O)(=O)NCC2CCCO2)c1OC (stereo unspecified),-3,2,-1,0,0,2,-2,-2,2
O=C(NCc1ccco1)c1ccc(COCC(F)(F)F)cc1,3,-2,-5,-6,5,0,-4,-1,-2
O=C(CSc1n[nH]c(-c2ccncc2)n1)Nc1ccc(F)cc1,0,3,-2,-1,7,10,1,0,1
COc1ccc(C2(C(=O)NCC3CCCO3)CCOCC2)cc1 (stereo unspecified),3,2,8,4,4,3,0,1,1
O=C(COc1ccc(S(=O)(=O)N2CCOCC2)cc1)Nc1ccc(Br)cc1,13,x,2,x,x,4,2,3,x
N/C(=N\N=C\c1ccc2c(c1)OCO2)c1nonc1N,-10,10,5,2,-15,-13,2,1,1
Cc1ccc(S(=O)(=O)N/N=C/c2ccc(OCC(=O)NC(C)C)cc2)cc1,2,1,1,0,-4,0,1,2,2
Clc1ccc2c(NCc3cccs3)ncnc2c1,-11,8,7,-4,0,-2,2,6,10
CC1CCC2C(=O)N(c3cccc(C(=O)Nc4ccccc4Cl)c3)C(=O)C2C1 (stereo unspecified),-2,8,6,-2,0,0,5,11,-1
COc1ccc(NC(=O)CN(C)C(=O)c2cccc(S(=O)(=O)N3CCCc4ccccc43)c2)cc1,5,7,6,-2,3,8,0,2,-8
CCOC(=O)c1cnc(SCc2ccccc2)nc1N,12,-5,15,-2,-12,10,-5,3,-9
O=C(Nc1ccccc1)c1cccc(S(=O)(=O)Nc2ccccn2)c1,11,0,10,-3,-4,1,1,-1,-3

# (further entries)
SMILES,PREPL inhibitor,LYPLA2 inh,PAFAH1B3 FP inh,LYPLA1 counter,ZTA DNA inh,PAFAH2 inh,pPAFAH FP inh,PAFAH1B2 inh,EBNA-1 inhibitor
O=C1CCCN1CCC1CCCCN1Cc1nc(COc2ccccc2)no1 (stereo unspecified),4,8,12,2,-16,-1,1,2,-11
Cc1ccc(C(=O)Nc2ccc(CN3CCS(=O)(=O)CC3)cc2)cc1C,7,1,1,-4,-8,8,8,-2,1
COC(=O)c1sccc1NC(=S)Nc1ccccc1,-1,1,4,-2,-2,-4,2,0,4
CSc1ccc(C2C(C#N)=C(N)Oc3c2ccc(=O)c2c(C)oc(C)c32)cc1 (stereo unspecified),15,-8,3,-8,-6,24,31*,2,-6
O=C(COC(=O)c1ccc2ccccc2c1)Nc1ncc(C(F)(F)F)cc1Cl,13,-6,6,0,-5,9,13,-5,-16
O=C(COC(=O)c1cc(=O)[nH]c2ccccc12)NC(=O)c1ccccc1,3,0,-20,-2,6,-20,-6,-13,0

# Only part of the results is shown; the hit share may differ from the screen's.
